# Peg3 imprint = genomic imprint erasure induction; mouse ES Peg3-LacZ reporter, beta-gal luminescence, 40 h; Potency, µM (doses to about 60.7 µM), for the others: top-dose activity change, positive = activation, usual class: activators; hit rate 0.02% among 110,000;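 also: 0% = negative control wells on the plate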
#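 Each well holds 300 Peg3LacZ-Neo (maternal) female ES cells incubated 40 h at 37C, 5% CO2. LacZ is measured by BetaGlo luminescence, with AC50 and maximum efficacy derived from dose-response curves.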
# p53ts 39C tox = cytotoxicity in p53ts cells at nonpermissive temperature. H1299-p53A138V viability at 39C, ATP luminescence, 24 h. Potency, µM (series often up to 46.1 µM), inactives show top-dose activity change, negative = cell killing, hits mostly cytotoxic. hit rate 1.5% among 130,000; also: nearly all actives have a fitted effect of over 55% in size
# IkB sig inh = inhibitors of IkB signaling in ABC-DLBCL cells | ABC-DLBCL IkBa-CBG/CBR dual luciferase ratio, 4 h; response scale: scaled: untreated 0%, proteasome inhibitor 100% | AID 445 | Potency, µM (series often up to 57.1 µM), without a hit: top-dose IkBa stabilization activation | hit rate 0.04% among 110,000; active = well fitted curve in the direction sought with a large enough effect in the signal ratio, not every such curve was filed as active; inconclusive = small, poorly fitted or top-dose-only effect, or a change in a side signal; the % refers to the signal ratio;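 also: the direction sought is a rising ratio; 0% = basal untreated cells and 100% = reference inhibitor full response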
#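 Luminescence ratio of IκBα-fused green versus native red beetle luciferase in OCI-Ly3 cells, 4 h post-doxycycline with compound; red signal alone, scaled from basal (0%) to zero light (-100%), flagged nonspecific or cytotoxic effects.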
# p53ts 32C tox = kills p53ts cells at the permissive temperature; hit rate 0.93% among 130,000; Potency, µM (highest dose often 46.1 µM), inactives show top-dose activity change, negative = cytotoxicity, usual class: cytotoxic; H1299-p53A138V at 32C, ATP luminescence viability, 24 h;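 also: 0% = DMSO and -100% = full killing by reference compound; nearly all actives have a fitted effect of over 55% in size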
#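 ATP-content luminescence (ATPlite) read-out after 24 h compound exposure at 32C in H1299-p53A138V cells (600/well). Tested up to 46 uM. Normalized to DMSO (0%) and 100 uM tamoxifen (100% killing); Hill-fit AC50.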
# Numbers without * were called inactive; ? = inconclusive; . = not tested or not shown; [ ] = another dose, or the depositor's remark. Unless noted, calls follow the shape of the dose curve; as a rule, active = well fitted curve in the direction sought with a large enough effect; inconclusive = small, poorly fitted or top-dose-only effect, or another doubt; inactive = no such curve, though single readings can be large; an effect the other way counts as inactive or inconclusive. Unless noted, % is scaled to controls: 0 for no effect and ±100 for the full control effect; potency is read from the fitted curve at half-maximal effect. Random draw from the library; 1.7% or so of the library scored in one or more.
# The line under a structure holds: p53ts 39C tox | Peg3 imprint | IkB sig inh | p53ts 32C tox
COc1cccc2c1cc1c(=O)n(CC(=O)N3CCN(c4cccc(C(F)(F)F)c4)CC3)nc(C)n12
 : 5% | 11%[10.9 µM] | -0.1% | 6%
Cc1cccc(C(=O)Nc2nnc(S(=O)(=O)N3c4ccccc4CC3C)s2)c1 (configuration not stated)
 : -8% | -9%[10.9 µM] | -3.5% | 0%
CCOc1cccc(C(=O)Nc2ccc(N3CCN(S(C)(=O)=O)CC3)cc2)c1
 : -6% | -4% | 0.7% | -9%
Cc1nc(NCc2ccccc2)c2nc(-c3ccccc3)n(CCN3CCCCC3)c2n1
 : -27% | -14% | . | -23%
CN(C)c1ccc(C(=O)c2ccc(O)cc2O)cc1
 : ? | . | . | ?
O=C(c1ccc2c(Cl)c3c(nc2c1)CCCC3)N1CCN(c2ccccc2F)CC1
 : ? | 1%[10.9 µM] | ? | 32%[activator]
NC(=O)c1c(NC(=O)COC(=O)CSc2nnc(-c3ccc(Cl)cc3)o2)sc2c1CCC2
 : -6% | -19% | ? | 1%
CCCCN(CCCC)S(=O)(=O)c1ccc(C(=O)Nc2nnc(COC)o2)cc1
 : 10µM* | -23% | -0.9% | -13%
O=C(CN1C=NS(=O)(=O)c2ccccc21)Nc1ccc(F)cc1
 : 24% | -6%[10.9 µM] | 0.6% | -12%
Cc1ccc2sc(NC(=O)c3ccc4c(c3)OCCO4)nc2c1C
 : ? | -5%[10.9 µM] | ? | ?
COc1ccc(C2CC(=O)c3cc(-c4nc(-c5cccc([N+](=O)[O-])c5)cs4)c(=O)n(-c4ccc(OC)cc4)c3C2)cc1 (configuration not stated)
 : 23% | -11%[10.9 µM] | ? | 7%
CCCN(CCC)C(=O)CSc1nc2n[nH]c(C)c2c(=N)n1-c1ccc(OCC)cc1
 : -20% | -6% | ? | -16%
COc1cccc(CNC(=O)C2CCN(Cc3cnn(-c4ccccc4)c3-n3cccc3)CC2)c1
 : 7% | -17% | 5.7% | -13%
Cc1cc(C)cc(NC(=O)NCc2c(-n3cccc3)sc3c2CCCC3)c1
 : 23% | 8%[10.9 µM] | -0.8% | 1%
CCOc1ccc(CNC(=O)Cc2ccc(NC(=O)N3CCCCc4ccccc43)cc2)cc1OC
 : ? | -11%[10.9 µM] | 0.6% | -2%
N#Cc1nc(/C=C/c2ccc(F)cc2)oc1NC1CCCCC1
 : ? | 2%[10.9 µM] | -1.7% | 4%
COc1ccc(C2CC(C(F)(F)F)n3nc(C(=O)N(C)Cc4cn(C)nc4C)c(Cl)c3N2)cc1 (configuration not stated)
 : 0% | -20% | -0.1% | 12%
O=C(OCc1ccccc1)c1ccccc1O
 : 2% | -3% | -3.1% | 4%[1.84 µM]
O=C(CN1C(=O)CSC1=O)N1CCCCC1
 : 24% | . | . | 8%
COc1ccc(-n2c(=O)c(-c3cn(C)c4ccccc34)nc3cnc(N4CCOCC4)nc32)cc1
 : -8% | -3% | 0.1%[11.4 µM] | 4%
O=S(=O)(c1ccc2c(c1)OCCO2)N1CCC(c2nc3ccccc3[nH]2)CC1
 : 2% | -7% | 0.2% | -6%
COc1ccc(C)cc1N(CC(=O)N1CCC(C)CC1)S(=O)(=O)c1ccc(C)cc1
 : 21% | -10%[10.9 µM] | ? | -2%
COc1ccc(Br)c2c1-c1nc(NC(=O)c3ccccc3F)sc1C2
 : 7% | -5%[10.9 µM] | ? | 1%
CCOC(=O)c1sc(NC(=O)CSc2nnc(-c3ccco3)o2)c(C(=O)OCC)c1C
 : 6% | -7% | -0.3% | -3%
CCOCCCNC(=O)c1ccccc1Br
 : 13% | -10% | -1.9% | 5%
O=C(NCc1ccc2c(c1)OCO2)C1CCCN1C(=O)Nc1ccccc1 (configuration not stated)
 : 9% | -11% | -2.7% | 6%
CC(=O)Oc1ccc2oc3c(c2c1)C(=O)CCC3
 : -4% | -13% | -1.0% | 10%
COCCn1c(SCC(=O)c2ccc(OC)cc2)nc2cc(C(=O)NC3CCCC3)ccc2c1=O
 : -8% | 2%[10.9 µM] | 0.2% | 10%
O=C(COc1ccc(Cl)cc1Cl)NC(=O)N1CCOCC1
 : -9% | -5% | 0.2% | -15%
Cc1ccc(/C(O)=C2/C(=O)C(=O)N(CCN3CCOCC3)C2c2cccnc2)cc1 (configuration not stated)
 : -2% | -6% | 1.0% | -4%

# The closing 3 compounds of the section above open the next one:
# The line under a structure holds: p53ts 39C tox | Peg3 imprint | IkB sig inh | p53ts 32C tox
COCCn1c(SCC(=O)c2ccc(OC)cc2)nc2cc(C(=O)NC3CCCC3)ccc2c1=O
 : -8% | 2%[10.9 µM] | 0.2% | 10%
O=C(COc1ccc(Cl)cc1Cl)NC(=O)N1CCOCC1
 : -9% | -5% | 0.2% | -15%
Cc1ccc(/C(O)=C2/C(=O)C(=O)N(CCN3CCOCC3)C2c2cccnc2)cc1 (configuration not stated)
 : -2% | -6% | 1.0% | -4%
COc1ccc(CNc2ncnc3ccc(-c4c(C)noc4C)cc23)c(OC)c1
 : -25% | -9% | ? | 11%
CCc1ccc2oc(-c3cccc(NC(=O)C(C)(C)Oc4ccc(Br)cc4)c3)nc2c1
 : 2% | 4%[10.9 µM] | ? | -10%
CCOC(=O)c1ccc(NS(=O)C23CC4CC(CC(C4)C2)C3)cc1 (configuration not stated)
 : 19% | -12% | ? | 6%
CCCC(=O)N1c2ncnn2C2(CCCCC2)[C@@H]2CCCC[C@@H]21
 : 14% | -15%[10.9 µM] | ? | -6%
CN(C(=O)OCc1ccccc1)C(CC(N)=O)C(=O)O (configuration not stated)
 : 3% | -4% | 1.4% | -1%
N#C[C@@H]1[C@@H]2C(=O)N(c3ccc4c(c3)OCCO4)C(=O)[C@@H]2C2c3ccccc3C=CN21 (some centres not stated)
 : -15% | -7% | ? | -23%
C[C@@H](C(=O)NCCc1c[nH]c2ccccc12)[C@H]1C[C@]1(C)[C@H](NC(=O)OCc1ccccc1)c1ccccc1
 : 8% | -25% | . | 17%
CC(C)NC[C@H]1CCc2cc(CO)c([N+](=O)[O-])cc2N1
 : -4%[20.6 µM] | 1%[16.8 µM] | 3.0%[25.6 µM] | -7%[20.6 µM]
Cc1cc(C)c(NC(=O)CSc2nc3ccccc3nc2N2CCCCC2)c(C)c1
 : -25% | -16%[10.9 µM] | ? | 6%
O=C(CSC1=NC(=O)C(Cc2ccccc2)C(=O)N1)NC1CCCCC1 (configuration not stated)
 : 9% | 2% | 0.7% | 3%
Cc1c(C(=O)N2CCOCC2)oc2c1-c1nn(CC(=O)NCc3ccccc3)cc1CC2
 : -14% | -3%[10.9 µM] | -0.4% | -3%
COCCNC(=O)CCn1c(=O)c2cc(OC)c(OC)cc2n(CC(=O)Nc2ccccc2OC)c1=O
 : 2% | -15%[10.9 µM] | ? | -5%
CC(C)C(=O)Nc1nc2c(s1)CC(C(C)(C)C)CC2 (configuration not stated)
 : -28% | 4%[10.9 µM] | -2.2% | -8%
CCOC(=O)C(C)Sc1nnc(Cc2cc(=O)[nH]c(=O)[nH]2)n1-c1ccc(OCC)cc1 (configuration not stated)
 : 3% | 3% | -0.7% | 6%
CCCC1(CCC)NC(=O)NC1=O
 : 17% | 4% | 1.5% | 1%
CCOCCCNS(=O)(=O)c1ccc(Br)cc1
 : 16% | -10% | -0.3% | 2%
CCc1cccc2c(=O)c(C(=O)N3CCOCC3)c[nH]c12
 : 7% | -3% | -1.2% | -1%
CC(Cc1ccccc1)N/C=C1/CC(=O)NC1=O (configuration not stated)
 : 0% | -7% | 1.3% | 0%
CCCCOc1ccc(C(=O)Oc2ccc(C)nc2)cc1
 : -3% | -23% | 2.1% | 4%
CS(=O)(=O)N(CC(=O)N1CCC(C(N)=O)CC1)c1ccc(Oc2ccccc2)cc1
 : 1% | -14% | 2.4% | 16%
COc1ccc2c(c1)c1c(c(=O)n(-c3cccc(C)c3)c(=O)n1CC(=O)Nc1c(C)cc(C)cc1C)n2C
 : 22% | 13%[10.9 µM] | 7.4% | 3%
Cc1ccccc1CN1C(=O)C2(c3ccccc31)N(c1ccccc1)C(=O)CS2(=O)=O (configuration not stated)
 : -5% | 8%[10.9 µM] | 0.9% | 1%
COc1cccc(NC(=O)C2CCN(c3ncccn3)CC2)c1
 : 56%[activator] | -27% | ? | 21%
CCOC(=O)c1ccc(Oc2nc(NC(C)(C)C)nc(N(C)C)n2)cc1
 : 10% | -27% | ? | 5%
CCCn1c(=N)n(CC(O)COc2ccccc2OC)c2ccccc21 (configuration not stated)
 : -21% | -12%[10.9 µM] | 1.5% | -9%
Cc1ccc(C(=O)CCC2CCCC2=O)cc1 (configuration not stated)
 : -13% | -16% | -1.5% | -1%
CCOC(=O)c1cc(-c2ccccc2)n(CCCC(=O)Nc2ccc(C)cc2C)c1C
 : -4% | -13%[10.9 µM] | -3.5% | ?
O=C(Nc1cccc(NC(=O)c2cccnc2)c1)c1cccnc1
 : -8% | -13% | 6.5% | -6%
CN(C)Cc1ccc(-c2cc3onc(-c4ccccc4)c3c(=O)n2C)cc1
 : -23%[9.22 µM] | -21%[10.9 µM] | 13%[11.4 µM] | -22%[9.22 µM]
COc1ccc(-c2nn(-c3ccc(F)cc3F)c3c2cnc2ccc(F)cc23)cc1
 : 5% | 2%[10.9 µM] | -0.7% | 3%

# The line under a structure holds: p53ts 39C tox | Peg3 imprint | IkB sig inh | p53ts 32C tox
COc1cccc2sc(N(Cc3cccnc3)C(=O)Cc3ccccc3)nc12
 : -2% | -5%[10.9 µM] | 2.4% | 0%
O=C(CSc1nc2ccccc2n1Cc1ccccc1Cl)NCc1ccccc1
 : 11% | -11%[10.9 µM] | ? | 9%
COc1ccccc1NC(=O)CSc1nnc2c3ccccc3n(C(C)C)c2n1
 : -29% | -10%[10.9 µM] | 41% | -9%
O=C(CSC1=Nc2ccccc2C2=NC(CC(=O)NC3CCCCC3)C(=O)N12)NCc1ccco1 (configuration not stated)
 : 9% | -25% | 10% | 12%
Cc1cc(C)n(Cc2cccc(F)c2)c(=O)c1C#N
 : 13% | -16% | 0.3% | 2%
CCCS(=O)(=O)c1nc(S(=O)(=O)c2ccc(C)cc2)c(NCc2ccc3c(c2)OCO3)s1
 : 12% | . | . | -10%
CSc1nc2n(n1)C(c1cc(Br)ccc1F)C(C(=O)N(C)C)=C(C)N2 (configuration not stated)
 : -6% | 1% | -0.4% | 2%
O=C(NCCc1ccccc1)c1ccnc(/C=N/O)c1
 : -3% | -31%[inhibitor] | 1.7% | -8%
COc1ccc(-c2nc3c(=O)n(C)c(=O)[nH]c3n2CCc2ccccc2)cc1
 : -4% | -6% | 0.5% | 1%
COc1ccc(N2C(=O)CCC(C(=O)Nc3ccccn3)C2c2ccc(OC)c(OC)c2)cc1 (configuration not stated)
 : 13% | -4% | 3.2% | -17%
COc1cc(C(=O)OCCN2CCOCC2)cc(OC)c1OC
 : -13% | -1% | 2.0% | -1%
Cn1c(CCNC(=O)c2cccs2)nnc1SCC(=O)N1CCN(c2ccccc2)CC1
 : 4% | -19% | 2.9% | 3%
COc1ccccc1-c1nc(CNC(=O)NC2CCCCC2)c(C)o1
 : 24% | -11%[10.9 µM] | 0.6% | 1%
CN(CC(=O)N1CCN(c2ccccn2)CC1)S(=O)(=O)c1ccccc1
 : 0% | -10% | 2.3% | -8%
O=C(NCc1cccs1)c1ccc2c(c1)ncn2C1CCCC1
 : -22% | -1% | 10% | -18%
COc1cccc(OC)c1-c1nnc(-c2cn(C)c3ccccc23)o1
 : -10% | -3% | 2.0% | -5%
CCN(CC)S(=O)(=O)c1cccc(C(=O)NC2CCCCC2)c1
 : 10% | -14% | -0.3% | -8%
O=C1C=C[C@@H](O)[C@H]2[C@@H]3C(=O)N(Cc4ccc5c(c4)OCO5)C(=O)[C@@H]3CC[C@H]12
 : 6%[9.22 µM] | . | . | 11%[9.22 µM]
COc1ccc(OC)c2[nH]c(=O)c(CCNC(=O)c3ccc(S(=O)(=O)N4CCCCC4)cc3)cc12
 : -1% | -3% | 0.1% | 17%
COC(=O)c1ccc(C(NC(=O)OCc2ccccc2)/C(=C/[C@@H](C)C(=O)N(C)Cc2ccccc2)c2cccnc2)cc1 (some centres not stated)
 : -9% | -19% | . | 1%
CCCCNC(=O)c1ccccc1NC(=O)CN(c1ccccc1)S(=O)(=O)N(C)C
 : 8% | -7%[10.9 µM] | -0.6% | 0%

# Source: PubChem BioAssay
